GRP78 ERSR act: ER stress response induction in glioma. U87-MG GRP78 promoter luciferase reporter, 16 h. Potency, µM, inactives show at the highest dose activation, usual class: activators. 0.02% of 420,000 active. AID 602332; also: potency is read from the fitted curve at half-maximal effect; series mostly up to about 76 µM; % of control where 0% means no effect; nearly all actives have a fitted effect of over 35% in size
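ERSR induction read as luciferase luminescence (Bright-Glo, 10 min at room temperature) in stably transfected human U87-MG glioma cells exposed to compounds for 16 h, using GRP78 as sensor.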
D1 antag: human D1 dopamine receptor antagonism; P21728; HEK293 TREx D1 cells, calcium flux, dopamine EC80; stronger effect = lower value; activity change, negative = inhibition, % at 10 µM; 3.2% of 360,000 active; in the data active = activity change below about -30%; also: % is scaled to controls: 0 for no effect and ±100 for the full control effect
Target sequence (P21728 whole entry, looked up): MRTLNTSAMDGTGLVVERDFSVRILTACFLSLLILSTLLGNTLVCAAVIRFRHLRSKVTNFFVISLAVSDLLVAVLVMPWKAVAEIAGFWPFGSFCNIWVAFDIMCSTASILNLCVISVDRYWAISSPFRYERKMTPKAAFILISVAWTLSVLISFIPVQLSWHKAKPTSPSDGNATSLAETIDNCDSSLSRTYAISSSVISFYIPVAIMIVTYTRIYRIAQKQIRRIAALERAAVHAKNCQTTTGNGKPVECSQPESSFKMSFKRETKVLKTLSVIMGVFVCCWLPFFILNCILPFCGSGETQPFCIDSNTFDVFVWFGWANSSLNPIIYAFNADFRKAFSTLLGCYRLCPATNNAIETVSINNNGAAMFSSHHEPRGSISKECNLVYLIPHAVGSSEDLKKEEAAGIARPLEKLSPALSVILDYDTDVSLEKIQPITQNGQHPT
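Calcium flux readout: force-coupled, inducible Hek293 Trex D1 line, cells induced overnight at 30 C with tetracycline, dye-loaded 30–90 min at RT. Antagonism scored against EC80 dopamine challenge given 180 s after compound.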
RXFP1 antag: blocks the human relaxin receptor RXFP1. Q9HBX9. HEK293-RXFP1, relaxin-stimulated cAMP HTRF, 30 min; stronger effect = lower value. activity change, negative = inhibition, % at 57.5 µM. 0.59% of 350,000 active. AID 1259400;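 active = activity change of -60% or lower, but not beyond a set lower limit; inconclusive = change between -60% and -40%, or beyond the set limit; inactive = change above -40%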; also: % is scaled to controls: 0 for no effect and ±100 for the full control effect
D2 potentiator: D2 dopamine receptor (human) potentiation. P14416. HEK293 T-REx D2, calcium flux, EC20 dopamine potentiation. potentiation, % at 10 µM. 0.34% of 340,000 active. AID 485347;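 active = potentiation over 3 SD above the plate norm, cut at about 30% in these data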; also: 0% is about no effect
Target sequence (P14416 whole entry, looked up): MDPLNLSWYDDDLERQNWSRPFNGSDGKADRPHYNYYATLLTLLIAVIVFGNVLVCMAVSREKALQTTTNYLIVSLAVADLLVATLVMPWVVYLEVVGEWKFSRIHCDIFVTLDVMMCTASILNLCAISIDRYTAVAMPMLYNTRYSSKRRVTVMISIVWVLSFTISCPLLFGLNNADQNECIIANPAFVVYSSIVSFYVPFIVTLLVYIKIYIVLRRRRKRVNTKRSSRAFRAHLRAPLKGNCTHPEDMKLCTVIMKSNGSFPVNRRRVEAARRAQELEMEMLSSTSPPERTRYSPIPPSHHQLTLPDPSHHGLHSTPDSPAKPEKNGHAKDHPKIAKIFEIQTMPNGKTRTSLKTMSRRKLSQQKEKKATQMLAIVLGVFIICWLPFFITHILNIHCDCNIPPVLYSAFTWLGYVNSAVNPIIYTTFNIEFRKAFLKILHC
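Primary screen. Calcium kinetics in induced HEK293 T-REx D2 cells: compound pre-addition 180 s, EC20 dopamine, 180 s more.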
Vif-A3F inh: blocks the Vif interaction with APOBEC3F; HeLa A3F-eYFP + Vif (tagged APOBEC3F with the HIV-1 protein that degrades it), YFP fluorescence increase; Potency, µM (titrated, usually from 46.1 µM), without a hit: at the top dose activity, negative = active; 0.2% of 390,000 active; AID 602313; also: potency is read from the fitted curve at half-maximal effect; % of control where 0% means no effect; nearly all actives have a fitted effect of over 65% in size
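Fluorescence increase (Ex 488/Em 500-530) after overnight compound treatment at 37 deg C flags inhibition of Vif-driven A3F-eYFP loss in stable HeLa A3F-eYFP/Vif cells seeded overnight beforehand.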
RXFP1 agonist: activates the human relaxin receptor RXFP1; 0.3% of 370,000 active; Potency, µM (series often up to 57.5 µM), inactives show at the highest dose activation, actives largely listed as activators; HEK293T-RXFP1 cAMP TR-FRET, 30 min; response scale: percent of porcine relaxin response, buffer zero; Q9HBX9; AID 2676; also: potency is read from the fitted curve at half-maximal effect; % is scaled to controls: 0 for no effect and ±100 for the full control effect; nearly all actives have a fitted effect of over 60% in size; many of its hits are not listed in these tables
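HEK293T cells stably expressing RXFP1 were pretreated with the PDE4 inhibitor Ro 20174, exposed to compounds for 30 min at 37C, lysed, and cAMP was read by TR-FRET. Data normalized to buffer (basal) and 29 nM porcine relaxin (100%).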
D1 potentiator: enhances dopamine response at the human D1 receptor; AID 504651; potentiation, % at 10 µM; P21728; HEK293 TREx D1 cells, calcium flux, dopamine EC20 potentiation; 0.036% of 360,000 active; in the data active = potentiation above about 30%; also: 0% is about no effect
D1 ag: activates the human D1 dopamine receptor. 1% of 360,000 active. HEK293 T-REx D1 cells, calcium flux, agonist mode. activation, % at 2 µM; in the data active = activation above about 30%; also: 0% is about no effect
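Tetracycline-induced HEK293 TREx D1 cells, force-coupled to calcium signalling, were dye-loaded with a no-wash calcium kit. Compound was pin-added after a 10 s baseline. Fluorescence was read kinetically at 1 cycle/s for 180 s, with calcium rises flagged as agonism.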
Vif-A3G inh: Vif-A3G binding inhibition; Q9HC16; HeLa A3G-eYFP + Vif (tagged APOBEC3G with the HIV-1 protein that degrades it), YFP fluorescence, overnight; Potency, µM (highest dose often 46.1 µM), inactives show at the top dose activity, negative = active, actives largely listed as inhibitors; 0.076% of 410,000 active;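 also: potency is read from the fitted curve at half-maximal effect; % is scaled to controls: 0 for no effect and ±100 for the full control effect; nearly all actives have a fitted effect of over 60% in size; hits raise eYFP signal because A3G escapes Vif-driven loss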
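Read-out is eYFP fluorescence (Ex 488/Em 500-530) from Vif-expressing HeLa A3G-eYFP cells; more signal means A3G escaped Vif-mediated degradation. Cells plated overnight, compound pinned in, incubated overnight at 37 deg C.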
Numbers without * were called inactive; ? = inconclusive; . = no result given; & = joins results of further samples. Unless noted, calls follow the shape of the dose curve; as a rule, active = well fitted curve in the direction sought with a large enough effect; inconclusive = small, poorly fitted or top-dose-only effect, or another doubt; inactive = no such curve, though single readings can be large; an effect the other way counts as inactive or inconclusive. A portion of the library, so the mix of outcomes need not match the whole.

structure,GRP78 ERSR act,D1 antag,RXFP1 antag,D2 potentiator,Vif-A3F inh,RXFP1 agonist,D1 potentiator,D1 ag,Vif-A3G inh
COc1ccc(-c2cc([N+](=O)[O-])ccc2OCC(=O)N(C)CC(=O)Nc2ccc(C)cc2)cc1,-1%,-18,-6,-3,-5%,-2.6%,-5,6,1%
O=S1(=O)CCN2C=C(Br)C=C(Br)C2=N1,-6%,-21,1,-5,-7%,3.5%,-3,5,1%
CCN(CC)c1ccc(C(=O)OCC(=O)N(C)Cc2ccccc2)cc1,3%,5,-16,2,8%,3.9%,-4,0,-4%
CCc1ccc(NC(=S)Nc2cccc3cnccc23)cc1,0%,3,-9,0,4%,-0.1%,-3,6,-5%
O=C(COc1ccccc1Cl)N(Cc1ccco1)Cc1ccco1,-1%,-3,-9,-2,0%,0.0%,-3,5,-3%
O=c1c2ccccc2[nH]c(=S)n1CCN1CCN(Cc2ccccc2)CC1,-3%,-2,1,-29,-11%,0.8%,-4,-2,3%
O=C(/C=N/O)NCCCn1ccnc1,-6%,-2,0,13,-12%,1.7%,-2,0,2%
CCCCNC(=O)CCC(=O)NNc1nc2ccccc2c2nc(-c3ccccc3)nn12,-1%&-3%,-7&3,-2,-4&5,1%&6%,0.4%&0.8%,-2&2,2&1,-2%&-1%
CCN(CC)S(=O)(=O)c1cc(NC(=O)C2CSC3(C)CCC(=O)N23)ccc1C (stereo not given),-4%,-8,9,-5,3%,2.0%,0,1,1%
CCCCC(=O)OCCNC(=O)c1cc2ccccc2oc1=O,-2%,5,6,7,7%,1.5%,-4,2,2%

A draw from above in order of molecular weight, high to low.
structure,GRP78 ERSR act,D1 antag,RXFP1 antag,D2 potentiator,Vif-A3F inh,RXFP1 agonist,D1 potentiator,D1 ag,Vif-A3G inh
COc1ccc(-c2cc([N+](=O)[O-])ccc2OCC(=O)N(C)CC(=O)Nc2ccc(C)cc2)cc1,-1%,-18,-6,-3,-5%,-2.6%,-5,6,1%
O=c1c2ccccc2[nH]c(=S)n1CCN1CCN(Cc2ccccc2)CC1,-3%,-2,1,-29,-11%,0.8%,-4,-2,3%
O=C(/C=N/O)NCCCn1ccnc1,-6%,-2,0,13,-12%,1.7%,-2,0,2%

Further records follow.
structure,GRP78 ERSR act,D1 antag,RXFP1 antag,D2 potentiator,Vif-A3F inh,RXFP1 agonist,D1 potentiator,D1 ag,Vif-A3G inh
COc1ccc(-c2[nH]ncc2CN(C)Cc2cc(C)[nH]n2)c(F)c1,-4%,-25,10,7,-8%,-0.6%,1,2,-7%
COc1ccccc1N1CCN(C(=S)Nc2ccc(S(=O)(=O)N3CCOCC3)cc2)CC1,1%,-15,-5,-13,-1%,2.4%,-4,4,3%
O=C(NCc1ccco1)c1cnn2c1NC(c1ccc(Br)cc1)CC2C(F)(F)F (stereo not given),8%,3,-13,-3,0%,-0.1%,-4,1,-20%
CSCCC(NC(=O)c1ccccc1)C(=O)N1CCCCCCC1 (stereo not given),-1%,-33*,-6,5,11%,2.6%,-8,0,-1%
CCCCOc1cccc(C2C(C(=O)c3cccs3)=C(O)C(=O)N2Cc2cccnc2)c1 (stereo not given),-5%,19,-3,4,2%,12%,-6,3,1%
Cc1ccc(-c2nnc(SCC#N)n2N)cc1,-4%,-33*,-9,2,4%,1.6%,10,0,-2%
COc1ccc(NC(=O)CCC(=O)Nc2cc(OC)c(NC(=O)c3cccs3)cc2OC)cc1,-2%,27,-3,.,6%,-3.0%,-6,3,0%
Cc1ccc(S(=O)(=O)N2CC(=NN=C(N)N)C2)cc1,-4%,-20,-7,.,-2%,-0.3%,-3,-1,-2%
Cc1ccc(C(NC(=O)N2CCCCC2)=C(Cl)Cl)cc1F,-6%,-4,-3,-4,-18%,-1.2%,-6,0,-20%
O=C(c1ccc(-n2cccc2)cc1)N1CCCCC1,-4%,-3,-4,5,?,-0.7%,0,2,0%
COc1ccc(-n2c(=S)[nH]c3ncccc3c2=O)cc1,-2%,11,7,11,-8%,4.7%,-3,2,-1%
COc1ccc(-n2c(C)nc(=O)c(-c3ccccc3)c2C)cc1,-4%,16,5,.,.,0.0%,2,-2,-1%
CCCn1nnnc1NC(=O)c1cc(Cl)ccc1Cl,-5%,8,-8,2,0%,-0.9%,-5,1,0%
CCOc1ccc(C2NC(=O)NC(c3ccccc3)=C2C(C)=O)cc1OC (stereo not given),-3%,0,2,7,-1%,-0.1%,-4,2,1%
O=c1[nH]c2c(c(=O)[nH]1)CCCCCC2,-5%,.,-11,.,?,.,.,.,1%
COc1ccccc1CCNC(=O)Nc1cccc([N+](=O)[O-])c1,6%,.,-4,3,7%,-0.4%,-8,4,-1%
Cn1c(NCc2ccc(Cl)cc2)nc2ccccc21,-2%,4,-19,-3,12%,0.4%,-1,2,-1%
O=C(NC1=NCCS1)c1cccc(OC(F)F)c1,-6%,-13,-1,-2,5%,-0.2%,9,0,-3%
CC(C)Oc1cccc(C(=O)Nc2ccc(CN3CCOCC3)cc2)c1,1%,7,-23,4,6%,1.1%,-2,4,0%
Cc1ccsc1/C=N/N1CCOCC1,1%,1,-3,2,11%,-3.2%,0,2,1%
O=C(NCc1ccccn1)c1ccc(Cl)c(S(=O)(=O)N2CCOCC2)c1,-2%,-13,-12,-9,5%,1.5%,-8,2,1%
Cc1ccc(NC(=O)CCNS(=O)(=O)c2ccccc2)c(C(=O)c2ccccc2)c1,-5%,6,-10,4,6%,0.7%,-5,0,-2%
Cc1ccccc1/C=C\c1nc(O)c([N+](=O)[O-])c(=O)[nH]1,-1%,-23,-10,-1,3%,0.0%,8,3,1%
C[C@H]1CCCCO[C@H](CN(C)Cc2ccccc2)[C@@H](C)CN([C@@H](C)CO)C(=O)c2cc(NC(=O)CCC(F)(F)F)ccc2O1,-5%,.,3,.,1%,.,.,.,0%
CC(C)(C)c1cc(C(C)(C)C)cc(S(=O)(=O)CCc2ccccn2)c1,0%,12,-6,5,-7%,-0.3%,3,2,0%
O=C(COc1ccc(Cl)cc1Cl)Nc1c(-c2cccs2)nc2ccccn12,-8%,5,11,7,-12%,-0.6%,2,3,-25%
CCn1nnnc1SCC(=O)Nc1ccc(OCc2ccccc2)cc1,-7%,2,-7,-8,3%,0.4%,1,2,2%
COc1cccc(OCC(=O)NCC2CCCO2)c1 (stereo not given),1%,.,-6,.,-6%,.,.,.,-7%
CC(=O)Nc1ccc(NC(=O)C(C)Sc2nnc(-c3ccc4c(c3)OCO4)o2)cc1 (stereo not given),3%,.,1,.,7%,.,.,.,-2%
O=C(Nc1nnc(C2=COCCO2)o1)c1cccc(F)c1,1%,-5,-11,3,?,2.8%,-4,2,-5%
CCS(=O)(=O)Nc1cc(-c2nc3cccnc3s2)ccc1C,0%,-2,-6,.,-12%,4.9%,2,0,-4%
c1cncc(CNCc2ccco2)c1,9%,-25,4,12,-1%,3.1%,-4,6,0%
C#CCN(C[C@H]1[C@H](OC(=O)NCc2ccco2)[C@H](OC(=O)NCc2ccco2)C[C@H]2C(=O)N(c3ccccc3)C(=O)[C@@H]12)S(=O)(=O)c1ccc(C)cc1,3%,.,-5,.,1%,.,.,.,-10%
CC(C)(C)c1ccc(-c2conc2N)cc1,6%,6,?,-5,4%,0.1%,-2,2,0%
COc1cc(C(=O)NCC(c2ccco2)N2CCCC2)ccc1OCc1c(C)noc1C (stereo not given),-1%,-5,-3,-24,-9%,0.0%,2,6,-8%
Cc1cc(C)cc(C(=O)NC(CC(N)=O)c2ccc(N3CCC(Cc4ccccc4)CC3)c([N+](=O)[O-])c2)c1 (stereo not given),-5%,3,.,4,7%,-0.8%,-1,0,4%
O=C(Cn1c(=O)c2cccn2c2cccnc21)NCCCN1CCN(c2ccc(F)cc2)CC1,-4%,-2,-2,-27,1%,4.9%,-2,2,2%
COc1ccc(-c2nn(-c3ccccc3)cc2C(=O)NCC(c2cccs2)N2CCOCC2)cc1 (stereo not given),-5%,19,-16,-34,-22%,2.0%,2,4,3%
COc1ccc(C2(O)C(=O)Nc3ccc(C)cc32)cc1 (stereo not given),0%,6,-1,-10,17%,-0.5%,-3,2,1%
Cc1ccc(N2C(=O)C3CCC(c4ccccc4)CC3C2=O)cc1 (stereo not given),0%,-29,-18,-5,2%,0.1%,-11,20,3%
CCn1c(COc2ccc(Cl)c(C)c2)nnc1SCC(=O)N1CCCC1,-2%,-12,-9,-6,-6%,-0.9%,3,7,-3%
Cc1ccc(NC(=O)NCCN2CCCCC2)cc1Cl,-1%,-3,-3,-28,-20%,-1.3%,-4,15,1%
NC(=S)NC1CC2C=CC1C2 (stereo not given),-4%,4,-2,-1,-20%,-0.5%,0,3,1%
CCOc1ccc(S(=O)(=O)Nc2cccc(N(C)S(C)(=O)=O)c2)cc1,2%,-39*,-8,0,0%,-1.2%,-6,23,-1%
Cn1cnc([N+](=O)[O-])c1Nc1ccccc1O,-3%,-19,0,10,-10%,0.1%,0,2,0%
O=C(CN(Cc1ccccc1)S(=O)(=O)c1ccc(Br)cc1)NCc1ccco1,-1%,-9,-13,10,-3%,4.4%,-2,6,0%
CCc1ccc(CNC(=O)CCCN2C(=O)c3cccnc3Oc3ccc(Cl)cc32)cc1,-1%,-5,?,1,1%,0.3%,2,2,3%
Cn1c(SCC(=O)N2CCCC2)nc2ccccc2c1=O,-4%,-3,7,13,-2%,-0.1%,-1,5,-3%
CSCc1ccc(C(=O)OCc2nc3ccccc3s2)o1,5%,.,-9,.,-9%,.,.,.,3%
N#Cc1cc2c(nc1SCc1cccc(Cl)c1)CCCCC2,-1%,-39*,4,-2,0%,2.1%,-3,2,0%
O=C(O)c1cccc(Nc2nc(-c3cc4ccccc4oc3=O)cs2)c1,-4%,-10,1,1,?,6.1%,0,12,-14%
CCOC(=O)c1ccc(CN(Cc2ccccc2)S(=O)(=O)c2cccc([N+](=O)[O-])c2)cc1,-2%,-6,6,-8,-1%,3.7%,-3,5,2%
Cn1nc(-c2ccccc2)cc1NS(=O)(=O)c1ccccc1,-3%,-36*,4,1,11%,-1.6%,-2,2,-1%
